# Bioassay records from PubChem.
# A-T KAP1 phos = qHTS Assay for Identifying a Potential Treatment of Ataxia-Telangiectasia; […] A-T fibroblasts, KAP-1 phosphorylation AlphaLISA; neocarzinostatin DNA damage 30 min before lysis; Potency, µM (series often up to 57.5 µM), without a hit: top-dose activation, most hits filed as activators; actives 0.19% (n = 320,000); note: potency is the fitted concentration of half-maximal effect; % of control where 0% means no effect; nearly all actives have a fitted effect of over 45% in size
#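 ATM-like activity read as KAP-1 phosphorylation via AlphaLISA donor/acceptor antibody pairs after lysis and 6 hr at 25C. Cells were ATM-null patient fibroblasts ([…], hTERT), dosed 60 min, then exposed to the DSB inducer NCS for 30 min.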
# Tb PFK inh = qHTS Assay to Find Inhibitors of T. brucei phosphofructokinase; T. brucei PFK, ADP-Glo luminescence; Potency, µM (top dose mostly 57.5 µM), inactives show at the top dose activity, negative = inhibition, hits mostly inhibitors; actives 0.17% (n = 330,000); ATP-dependent 6-phosphofructokinase (Trypanosoma brucei brucei), O15648;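 note: potency is the fitted concentration of half-maximal effect; 0% = uninhibited 1x PFK enzyme wells and -100% = no-enzyme wells; nearly all actives have a fitted effect of over 60% in size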
#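 1.25 nM PFK with 0.5 mM F6P and 0.1 mM ATP in 0.1 M TEA pH 8.0, 5 mM MgCl2, incubated 45 min at room temperature; ADP measured by ADP-Glo luminescence; compounds titrated up to 57 uM.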
# TCR activator = Activators of T cell receptors: qHTS campaign; primary human leukocytes, anti-CD3, IL-2 HTRF, 48 h; Potency, µM (doses to about 9.22 µM), for the others: at the highest dose activation of IL-2 secretion, actives largely listed as activators; 330,000 tested, under 10 active; AID 504894, 2011; note: % of control where 0% means no effect
#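 Human primary leukocytes + a-CD3 beads + cpd, 48 hr; IL-2 in supernatant by HTRF (ex 320nm / em 665nm). No co-stimulatory signal supplied.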
# TSHR antagonist = Antagonists of the Thyroid Stimulating Hormone Receptor: HTS campaign | TSHR-expressing cells, TSH-stimulated cAMP HTRF, 2 h; active compounds read low | activity change, negative = inhibition, % at 11.5 µM | actives 0.2% (n = 330,000) | AID 504810, 2011;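 active = activity change below a set negative limit, meaning inhibition stronger than a set level, cut at about -70% in these data; inconclusive = activity change between two set negative limits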; note: % is set by controls: 0 for no effect and ±100 for the full control effect
#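 TSHR-expressing cells, 200/well, pre-treated with compound, then stimulated with EC80 TSH (4nM final) for 2 hours at 37 deg C. cAMP measured by competitive HTRF: anti-cAMP cryptate antibody in lysis buffer plus cAMP-d2, read after 30 minutes at room temperature.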
# a7 integrin act = qHTS for Activators of Integrin-Mediated Alleviation for Muscular Dystrophy; alpha7betagal myoblasts, beta-gal FDG fluorescence, 48 h; actives 0.064% (n = 350,000); Potency, µM (top dose mostly 38.3 µM), for the others: top-dose activation, hits mostly activators;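 note: potency is the fitted concentration of half-maximal effect; 100% = response of the positive control SU9516; nearly all actives have a fitted effect of over 60% in size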
#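 alpha7betagal+/- myoblasts (passage 13, 250/well) treated 48 h at 37C with compounds at 1:260 dilution of DMSO stock. Lysed, then beta-galactosidase activity read as FDG fluorescence (ex 480/em 540) after 30 min, with pre-read for autofluorescence.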
# BCR signal inh = qHTS Assay to Find Inhibitors of Chronic Active B-Cell Receptor Signaling. ABC-DLBCL IkBa-CBG/CBR reporter, luminescence ratio, 4 h. Potency, µM (titrated, usually from 46.1 µM), inactives show at the top dose ratio change, negative = lower green/red ratio, actives largely listed as inhibitors. actives 0.05% (n = 340,000); active = well fitted inhibition curve with a large enough effect in the signal ratio, with a control signal flat, not every such curve was filed as active; inconclusive = small, poorly fitted or top-dose-only effect, or effect the other way, or a change in a side signal; the % refers to the signal ratio;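 note: potency is the fitted concentration of half-maximal effect; plate controls were basal doxycycline-induced cells for no effect and cells given 10 µM MG132 for full effect; MG132 reads +100%, hits lower the ratio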
#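 Concentration-response series (up to 46 uM) were applied to TMD8 dual-reporter cells for 4 h at 37C with doxycycline. Green/red ratio, after filter-overlap correction, defined %Activity; red signal alone was normalised to basal cells and zero luminescence.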
# Eya2 phos inh = qHTS Assay for Inhibitors of the Phosphatase Activity of Eya2 | Protein phosphatase EYA2 (Homo sapiens), O00167 | recombinant Eya2, OMFP fluorescence dephosphorylation (OMFP is methylfluorescein phosphate) | Potency, µM (top dose mostly 76.9 µM), for inactives: at the top dose activity, negative = inhibition, most hits filed as inhibitors | actives 0.006% (n = 330,000) | AID 488837, 2010; note: potency is the fitted concentration of half-maximal effect; % is set by controls: 0 for no effect and ±100 for the full control effect
# Target sequence (O00167 whole entry, looked up): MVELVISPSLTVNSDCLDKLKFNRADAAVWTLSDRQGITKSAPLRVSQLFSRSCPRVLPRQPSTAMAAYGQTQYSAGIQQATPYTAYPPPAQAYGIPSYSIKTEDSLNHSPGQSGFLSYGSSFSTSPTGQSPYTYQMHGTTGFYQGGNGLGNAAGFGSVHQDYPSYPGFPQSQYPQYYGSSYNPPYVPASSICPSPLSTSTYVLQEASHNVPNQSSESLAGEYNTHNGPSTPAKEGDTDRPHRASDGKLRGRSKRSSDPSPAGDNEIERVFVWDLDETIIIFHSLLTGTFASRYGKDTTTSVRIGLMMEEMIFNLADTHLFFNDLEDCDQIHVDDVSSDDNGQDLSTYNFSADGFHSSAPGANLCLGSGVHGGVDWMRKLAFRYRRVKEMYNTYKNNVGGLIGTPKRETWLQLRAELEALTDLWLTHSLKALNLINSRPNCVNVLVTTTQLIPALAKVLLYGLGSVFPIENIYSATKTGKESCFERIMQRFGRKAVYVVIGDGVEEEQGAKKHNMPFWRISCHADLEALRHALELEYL
#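 Eya2 (0.2 uM) preincubated 10 min at ambient with compound, then OMFP substrate added at 50 uM; 10 min reaction in 50 mM HEPES pH 7.5, 50 mM NaCl, 5 uM MgCl2, 0.05% BSA, 1 mM DTT. Fluorescence read at Ex 485/Em 525 nm.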
# ELG1 DNA repair = qHTS screen for small molecules that inhibit ELG1-dependent DNA repair in human embryonic kidney (HEK293T) cells expressing luciferase-tagged ELG1 | HEK293T ELG1-luciferase reporter, luminescence, 16 h; DNA damage induced by 5-fluorouridine | Potency, µM (series often up to 46.1 µM), without a hit: top-dose activity change, negative = inhibition, most hits filed as inhibitors | actives 2.3% (n = 330,000) | AID 504467, 2011; note: potency is the fitted concentration of half-maximal effect; % is set by controls: 0 for no effect and ±100 for the full control effect; nearly all actives have a fitted effect of over 55% in size
#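 Luminescence from the luciferase reporter, measured 30 min after ONE-Glo reagent at room temperature, was the read-out. Beforehand, 2,000 cells per well were exposed for 16 hr at 37 °C to 5-fluorouridine together with compound or vehicle.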
# ASM inhibitor = Inhibitors of Secretory Acid Sphingomyelinase (S-ASM): qHTS. actives 0.006% (n = 340,000). Sphingomyelin phosphodiesterase (Homo sapiens), P17405. Potency, µM (top dose mostly 57.5 µM), for the others: top-dose activity change, negative = inhibition, hits mostly inhibitors. AID 504937, 2011. placental ASM, HMU-PC fluorogenic substrate, 60 min; note: potency is the fitted concentration of half-maximal effect
# Target sequence (P17405 47-631 limits assumed): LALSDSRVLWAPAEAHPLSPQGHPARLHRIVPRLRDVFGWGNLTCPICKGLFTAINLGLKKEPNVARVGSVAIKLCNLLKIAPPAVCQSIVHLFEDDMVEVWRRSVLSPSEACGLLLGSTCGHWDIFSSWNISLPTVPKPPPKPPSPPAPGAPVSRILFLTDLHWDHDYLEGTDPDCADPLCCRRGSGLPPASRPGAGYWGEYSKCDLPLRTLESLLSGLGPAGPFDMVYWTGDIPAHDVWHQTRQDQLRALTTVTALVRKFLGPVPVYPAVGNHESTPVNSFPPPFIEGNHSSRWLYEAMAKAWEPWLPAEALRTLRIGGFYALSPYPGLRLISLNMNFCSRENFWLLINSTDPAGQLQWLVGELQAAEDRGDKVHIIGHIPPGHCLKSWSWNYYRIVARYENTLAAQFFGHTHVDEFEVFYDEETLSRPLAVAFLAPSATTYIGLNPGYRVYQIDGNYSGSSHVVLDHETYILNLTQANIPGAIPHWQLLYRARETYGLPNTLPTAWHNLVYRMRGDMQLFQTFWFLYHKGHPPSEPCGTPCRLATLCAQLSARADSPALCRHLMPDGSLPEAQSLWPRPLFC
#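 qHTS format. ASM enzyme prepared from human placenta hydrolyses the fluorogenic substrate HMU-PC0 (9 uM final) over 60 min at 37 °C after a 10 min compound preincubation.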
# PTAP TSG101 blk = qHTS Assay for Iinhibitors of HIV-1 Budding by Blocking the Interaction of PTAP/TSG101; Tumor susceptibility gene 101 protein (Homo sapiens), Q99816; Fluorescence polarization, FITC-PTAP peptide / Tsg101 binding; Potency, µM (doses to about 115 µM), for inactives: at the top dose activity change, negative = inhibition, most hits filed as inhibitors; 340,000 tested, under 10 active; AID 493005, 2010; active = well fitted inhibition curve with a large enough effect in the main read-out, with a control signal flat, not every such curve was filed as active; inconclusive = small, poorly fitted or top-dose-only effect, or effect the other way, or a change in a side signal; inactive = no such curve, though single readings can be large or run the other way; note: potency is the fitted concentration of half-maximal effect; % of control where 0% means no effect
#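 Fluorescence polarization binding of Tsg101 binding domain (10 uM final) to FITC-labeled PTAP peptide (50 nM final) in HEPES pH 7.5 buffer with NaCl, Tween 20, EDTA, TCEP. Compounds added before peptide; binding 20 min at RT.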
# Mito fusion yeast = qHTS Assay for Small Molecule Inhibitors of Mitochondrial Division or Activators of Mitochondrial Fusion. S. cerevisiae fusion-defective mutant growth rescue, CellTiterGlo 48 h. Potency, µM (top dose mostly 46.1 µM), for inactives: at the highest dose growth rescue (activation), actives largely listed as activators. actives 0.23% (n = 320,000);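 note: potency is the fitted concentration of half-maximal effect; % of control where 0% means no effect; nearly all actives have a fitted effect of over 45% in size; temperature-sensitive fusion mutants such as fzo1-1 at 37 °C on non-fermentable ethanol glycerol medium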
#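 Yeast fusion mutant, YPEG (non-fermentable carbon), compound, 48 h at 37C non-permissive; CellTiterGlo added, 10 min RT, luminescence read. Rescued growth = division inhibition.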
# * = called active by the depositor; ? = inconclusive; / = no result given; [ ] = dose if it differs, or a comment. Unless noted, calls come from the whole dose curve; as a rule, active = well fitted curve in the direction sought with a large enough effect; inconclusive = small, poorly fitted or top-dose-only effect, or another doubt; inactive = no such curve, though single readings can be large; an effect the other way counts as inactive or inconclusive.
compound | ASM inhibitor | Tb PFK inh | A-T KAP1 phos | a7 integrin act | Eya2 phos inh | PTAP TSG101 blk | ELG1 DNA repair | TCR activator | BCR signal inh | Mito fusion yeast | TSHR antagonist
COc1ccc(C(=O)Nc2nc3nc(-c4ccccc4)cc(=O)n3[nH]2)cc1 | 0% | -3% | -10% | ? | -8% | -3% | 0% | -2% | 12% | -5% | -3
CC(C)(C)OC(=O)N1CCC(c2c(C(=O)NCC3CCN(C4CCCC4)C3)cnn2-c2ccccc2)CC1 (configuration not stated) | -2% | 1% | -6% | ? | -13% | -4% | 0% | 2% | 5% | -4% | -3
N#Cc1c(/N=C/c2ccco2)sc2c1CCCCC2 | -20% | -2% | 3% | 18% | 18% | -7% | ? | -1% | ? | 2% | -9
COC(=O)N/N=C/c1ccc(-c2cc(Cl)cc(Cl)c2)o1 | 0% | -1% | -9% | 8% | 1% | 0% | 7% | 8%[46.1 µM] | 1% | 27% | -5
Cc1cc(C)n2nc(SCC(=O)c3cc(C)n(-c4cc(C)on4)c3C)nc2n1 | -3% | -7% | 5% | -11% | -7% | -7% | ? | / | -2% | 7% | -21
c1ccc(-n2ncc3c2ncn2cnnc32)cc1 | 2% | -4% | 3% | 8% | -1% | -2% | 19% | 1% | ? | 0% | -6
COc1ccc(N2CCN(Cc3nnnn3C3CCCCC3)CC2)cc1 | 1% | 2% | -3% | 29% | 11% | -9% | -6% | 3% | -1% | 15% | 6
NC(=O)NC(=O)COC(=O)c1sc2ccccc2c1Cl | 1% | -1% | 8% | ? | 6% | -2% | ? | 5% | 1% | -2% | -1
O=C(Nc1nnc(S(=O)(=O)N2CCOCC2)s1)c1ccc(F)cc1 | 3% | -3% | -4% | -12% | 8% | 2% | 17% | 5% | ? | -3% | -5
Cc1cc([N+](=O)[O-])c(C)cc1-c1ccc(/C=N/NC(=O)Cn2nnnc2N)o1 | -1% | -1% | 14% | 34% | -5% | 1% | -20% | -64% | 0% | -28% | -23
CCCOc1ccc(C(C(=O)OCCN(CC)CC)c2ccccc2)cc1 (configuration not stated) | -1% | 0% | -2% | -23% | 12% | -6% | 7% | 3% | ? | -3% | 11
COc1ccc(CNC(=O)CCNS(=O)(=O)c2ccc(C)cc2)cc1 | 2% | -3% | -2% | -9% | -9% | -2% | ? | 2% | 12% | 3% | -7
O=C(COc1ccccc1Cl)N1CCCC1 | -6% | 0% | 1% | 14% | 12% | 0% | 4% | 0% | 17% | 1% | -2
N#CC(C#N)=Cc1ccc(-c2ccc(S(=O)(=O)N=C(N)N)cc2)o1 | 11% | 1% | 5% | -14% | 2% | -19% | 22% | 2%[46.1 µM] | ? | -1% | -9
Cc1nc(C)c(-c2ccc(SCC(=O)Nc3ccc(C)c(Cl)c3)nn2)s1 | -3% | 2% | 9% | -31% | -8% | -1% | 15% | -7% | 0% | 0% | -9
COc1cc(C(=O)OCC(=O)N(C)c2ccccc2)cc(OC)c1OC | 0% | -2% | -3% | -14% | 9% | -7% | -3% | 3% | -4% | -2% | -3
CC1CCCCC1NC(=O)c1ccc(-n2cncn2)c([N+](=O)[O-])c1 (configuration not stated) | 1% | 2% | 2% | -6% | 25% | -1% | 6% | 5% | -3% | 4% | 27
CCOC(=O)CN(c1cccc(C(C)=O)c1)S(C)(=O)=O | 4% | 2% | 2% | 10% | 17% | -4% | 2% | 0% | 15% | -3% | 6
CCCCN1C(=O)NC(NC(C)=O)(C(F)(F)F)C1=O (configuration not stated) | 0% | -1% | 1% | 0% | 0% | -1% | -2% | 4% | 1% | -1% | 11
O=C(CCCN1C(=O)/C(=C/c2ccccc2Cl)SC1=S)Nc1ccccn1 | 0% | 0% | -5% | 4% | -5% | -2% | ? | -6%[46.1 µM] | ? | 1% | -35
Cc1ccc(C)c(C(=O)OCC(=O)Nc2ccc(N3CCOCC3)cc2)c1 | -2% | -18% | -4% | 8% | -22% | -1% | 9% | -30% | -1% | -5% | 16
CC(C)NCCOCCOc1ccc(Cl)cc1Br | 0% | 0% | -5% | -45%[inhibitor] | 2% | 2% | 15% | 3%[46.1 µM] | -7% | -2% | 0
O=C(Nc1ccc2nsnc2c1)N1CCCCC1 | 136%[activator] | 0% | 3% | -1% | 8% | 0% | ? | 1% | ? | 2% | 0
COc1ccc(Br)cc1CN(C)CC(=O)NCCc1ccc(S(N)(=O)=O)cc1 | -6% | 0% | 2% | -1% | -7% | 0% | ? | 18% | 2% | 8% | 5
COCCNC(=S)N1CCN(c2nc(-c3ccc(F)cc3)cs2)CC1 | -4% | 5% | 13% | -52%[inhibitor] | 3% | -8% | -29% | 0% | ? | 1% | 2
O=C(/C=C/c1ccccc1)OCC(=O)N1CCCC1 | 6% | -7% | 2% | -8% | 1% | -8% | ? | 5% | -16% | -4% | -3
O=C(COC(=O)c1ccc2c(c1Cl)C(=O)c1ccccc1C2=O)NC1CC1 | -11% | -2% | 3% | -20% | 5% | -4% | ? | -4%[46.1 µM] | 14% | 3% | -6
COc1ccc(OCc2cc(C(=O)N3CCCCCCC3)no2)c(Cl)c1 | -3% | 2% | 3% | -26% | -5% | -2% | ? | 2% | -3% | -7% | -8
Cc1cc(-c2ccccc2)c2nncn2n1 | 3% | -7% | -14% | 1% | 3% | -1% | 9% | 3% | -3% | -1% | 9
O=C(COc1ccc(Cl)cc1Cl)NNC(=S)NCc1ccco1 | -4% | -5% | 2% | -9% | 4% | -7% | 24% | -1% | -29% | 11% | 11
COC(=O)c1ccc(NC(=S)N2CCN(Cc3ccccc3Cl)CC2)cc1 | -3% | -1% | 6% | 23% | -4% | -2% | ? | -1% | 4% | -7% | -16
Cc1c(Cl)cccc1NC(=O)CN(C1CCCCC1)S(C)(=O)=O | -2% | -6% | -1% | 17% | -3% | -2% | -6% | 4% | 2% | -3% | -2
Cc1cc(NC(=O)CSc2nnc(-c3ccc(Br)o3)n2Cc2ccccc2)no1 | -8% | 2% | 7% | -13% | -8% | -1% | ? | -1% | ? | 2% | 3
S=C(NCCCN1CCOCC1)Nc1ccc(Cl)cc1Cl | 3% | -11% | 3% | -39% | 1% | -5% | 2% | -6%[46.1 µM] | 4% | -4% | -7
CCCc1ccc2oc(C(=O)N3CCN(C4CCS(=O)(=O)C4)CC3)c(C)c2c1 (configuration not stated) | -6% | -5% | -3% | -25% | -6% | -7% | -4% | -13% | -22% | 1% | -7
COc1ccc(OC)c(CNC(=O)CCc2cn(C)c3ccccc23)c1 | 7% | 0% | -11% | 9% | -11% | -3% | -16% | -6% | ? | -7% | 0
CCOc1ccccc1NC=C1C(=O)OC2(CCCCC2)OC1=O | 1% | 0% | 3% | -24% | 1% | -4% | -6% | / | ? | 4% | -11
CC(NS(=O)(=O)c1ccc([N+](=O)[O-])cc1)C(c1cccs1)N1CCOCC1 (configuration not stated) | 1% | -4% | 3% | 20% | 4% | -10% | 3% | 17% | -10% | -2% | -5
O=CNCC(=O)NC1CCCCCC1 | -1% | 0% | 1% | 6% | -11% | -7% | 14% | / | 2% | 6% | 6
CCN(CC)CC(=O)N1CCCC(C(=O)c2ccccc2OC)C1 (configuration not stated) | 5% | 15% | -1%[11.5 µM] | -4% | 3% | -2% | 13% | -33% | ? | -1% | -12
COc1ccccc1NC(=O)Cn1cnc2c(oc3ccccc32)c1=O | -5% | 3% | 9% | 0% | 14% | -6% | 1% | -3% | 11% | 7% | 3
